Compound activity: PubChem BioAssay, National Center for Advancing Translational Sciences (NCATS)
HTT aggregate = qHTS Multiplex Assay to Identify Dual Action Probes in a Cell Model of Huntington: Aggregate Formation (GFP) | PC12 HttQ103-GFP aggregates, Acumen cytometry, 40 h | Potency, µM (highest dose often 46.1 µM), for inactives: at the highest dose activity change, negative = inhibition, most hits filed as inhibitors | actives 1.1% (n = 220,000) | AID 1688, 2009; also: potency is read from the fitted curve at half-maximal effect; % is scaled to controls: 0 for no effect and ±100 for the full control effect; nearly all actives have a fitted effect of over 60% in size
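Multiplexed with ATP-based cell death, this channel scores GFP aggregates in PC12 cells expressing inducible HTTex1-Q103-GFP. Induction used 100 nM tebufenozide; compounds were tested in concentration series.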
IMPase Li inh = qHTS Assay for Identifying the Cell-Membrane Permeable IMPase Inhibitors: Potentiation with Lithium. CHO-M1 cells, IP1 TR-FRET (IP-One), carbachol + lithium. Potency, µM (highest dose often 59.4 µM), for inactives: top-dose activity, negative = IMPase inhibition, most hits filed as inhibitors. actives 0.35% (n = 210,000);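 also: IP1 builds up when IMPase is blocked and the TR-FRET signal falls; potency is read from the fitted curve at half-maximal effect; plate controls were basal vehicle for no effect and high inhibitor control for full effect; nearly all actives have a fitted effect of over 50% in size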
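CHO cells stably expressing M1 receptor (2000/well) were cultured 16–30 h, then exposed to compounds with a small lithium addition for 30 min at 37C. IP1 was measured by TR-FRET competition; AC50 from Hill fits.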
LMNA splice mod = qHTS Assay for Modulators of Lamin A Splicing; HeLa LMNA splicing GFP/RFP minigene ratio, 48 h; Potency, µM (highest dose often 46.1 µM), without a hit: top-dose ratio change, negative = inhibition, hits mostly inhibitors; actives 0.01% (n = 200,000); AID 1487, 2009; active = well fitted inhibition curve with a large enough effect in the signal ratio, with a control signal flat, not every such curve was filed as active; inconclusive = small, poorly fitted or top-dose-only effect, or effect the other way, or a change in a side signal; the % refers to the signal ratio; also: potency is read from the fitted curve at half-maximal effect; % is scaled to controls: 0 for no effect and ±100 for the full control effect
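S3 HeLa stable clones carrying a lamin A-EGFP splicing minigene plus DsRed2 were seeded at 600 cells/well in Opti-MEM with 2% FBS, pin-dosed and incubated 48 h at 37°C. Acumen cytometry (488 nm) gave the GFP/RFP total-intensity ratio.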
NPSR antagonist = qHTS Assay for Antagonists of the Neuropeptide S Receptor: cAMP Signal Transduction | CHO-NPSR cells, cAMP TR-FRET, antagonist mode | Potency, µM (series often up to 38.3 µM), without a hit: at the top dose activity change, negative = inhibition, most hits filed as inhibitors | actives 1% (n = 220,000); also: potency is read from the fitted curve at half-maximal effect; % is scaled to controls: 0 for no effect and ±100 for the full control effect; nearly all actives have a fitted effect of over 50% in size; many of its hits are not listed in these tables
Target sequence (Q6W5P4 whole entry, looked up): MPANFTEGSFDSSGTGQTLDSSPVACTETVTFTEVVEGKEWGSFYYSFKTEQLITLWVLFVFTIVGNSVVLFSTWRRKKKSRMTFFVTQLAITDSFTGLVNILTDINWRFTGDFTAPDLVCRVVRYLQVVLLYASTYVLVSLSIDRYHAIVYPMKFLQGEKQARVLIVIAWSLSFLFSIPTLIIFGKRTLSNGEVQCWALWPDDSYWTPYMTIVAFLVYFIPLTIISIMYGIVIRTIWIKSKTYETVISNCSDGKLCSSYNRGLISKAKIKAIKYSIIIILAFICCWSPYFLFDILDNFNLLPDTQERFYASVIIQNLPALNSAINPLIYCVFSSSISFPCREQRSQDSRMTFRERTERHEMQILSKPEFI
CBFb RUNX1 block = qHTS Assay for Compounds Blocking the Interaction Between CBF-beta and RUNX1 for the Treatment of Acute Myeloid Leukemia; Runt-related transcription factor 1 (Homo sapiens) + Core-binding factor subunit beta …; AlphaScreen CBFb-His/RUNX1-biotin binding, biochemical; Potency, µM (doses to about 59.8 µM), inactives show top-dose activity, negative = inhibition, hits mostly inhibitors; 230,000 tested, under 10 active; AID 1477, 2009; also: % of control where 0% means no effect
Target sequence (Q01196 whole entry, looked up): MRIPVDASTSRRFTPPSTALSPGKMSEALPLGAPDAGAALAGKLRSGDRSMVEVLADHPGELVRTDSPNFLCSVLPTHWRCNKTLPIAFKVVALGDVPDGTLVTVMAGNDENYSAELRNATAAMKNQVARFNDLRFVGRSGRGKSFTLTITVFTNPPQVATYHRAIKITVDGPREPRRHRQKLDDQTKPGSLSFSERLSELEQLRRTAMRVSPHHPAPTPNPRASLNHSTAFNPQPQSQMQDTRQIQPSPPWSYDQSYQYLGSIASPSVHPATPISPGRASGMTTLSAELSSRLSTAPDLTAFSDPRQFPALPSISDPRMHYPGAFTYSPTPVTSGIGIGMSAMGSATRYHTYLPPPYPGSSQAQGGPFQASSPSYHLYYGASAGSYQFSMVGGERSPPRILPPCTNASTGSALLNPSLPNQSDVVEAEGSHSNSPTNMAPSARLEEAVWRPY
Target sequence (Q13951 whole entry, looked up): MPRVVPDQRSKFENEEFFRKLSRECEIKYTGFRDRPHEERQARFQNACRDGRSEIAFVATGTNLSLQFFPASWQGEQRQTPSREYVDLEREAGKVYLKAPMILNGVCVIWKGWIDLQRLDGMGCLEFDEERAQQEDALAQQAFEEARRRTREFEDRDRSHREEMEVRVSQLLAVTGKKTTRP
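AlphaScreen binding: CBFb-His and RUNX1-biotin (30 nM each) preincubated 20 min, compound added for 15 min, then nickel and streptavidin beads for 90 min, all at room temperature. Disruption of the interaction by any mechanism counts as activity.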
Epigenetic reg = Quantitative High-Throughput Screen for Regulators of Epigenetic Control | murine LDR cells, GFP reporter derepression, 30 h | Potency, µM (series often up to 53.9 µM), inactives show at the top dose GFP activation, actives largely listed as activators | actives 0.2% (n = 280,000); also: potency is read from the fitted curve at half-maximal effect; % of control where 0% means no effect; nearly all actives have a fitted effect of over 60% in size
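Murine LDR cells bearing a silenced CMV-driven GFP reporter were exposed to compound for 30 h at 37 C. After PBS washes, GFP-positive cells (20-120 um objects) counted by laser-scanning microplate cytometry.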
KinaseGlo FLuc = Counterscreen for Luciferase (Kinase-Glo TM) Inhibition | Luciferin 4-monooxygenase (Photuris pensylvanica), Q27757 | Kinase-Glo luciferase, ATP luminescence, 8 min | Potency, µM (top dose mostly 38.3 µM), inactives show at the top dose activity change, negative = inhibition, hits mostly inhibitors | actives 0.28% (n = 200,000) | AID 1379, 2008; also: potency is read from the fitted curve at half-maximal effect; % is scaled to controls: 0 for no effect and ±100 for the full control effect; nearly all actives have a fitted effect of over 60% in size
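Recombinant Kinase-Glo luciferase, 10 uM ATP (linear range), luciferin; imidazole pH 7.2 / KCl / MgCl2 / Tween / BSA buffer; 8 min RT; luminescence.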
Active calls of the source: *; ? = inconclusive; . = no result given; [ ] = another dose, or the depositor's remark. Unless noted, calls follow the shape of the dose curve; as a rule, active = well fitted curve in the direction sought with a large enough effect; inconclusive = small, poorly fitted or top-dose-only effect, or another doubt; inactive = no such curve, though single readings can be large; an effect the other way counts as inactive or inconclusive. A portion of the library; the hit share may differ from the screen's.

SMILES	HTT aggregate	IMPase Li inh	LMNA splice mod	NPSR antagonist	CBFb RUNX1 block	Epigenetic reg	KinaseGlo FLuc
O=C(COc1cccnc1[N+](=O)[O-])Nc1ccc(S(=O)(=O)N2CCOCC2)cc1	16.2%	15.1%	14.0%[9.22 µM]	-10.6%	4.5%	-2.7%	0.2%
Cc1ccccc1CSCCC(=O)NCCc1ccccc1	?	-10.7%	?	-10.7%	1.7%	6.2%	3.0%
CCc1cccc(C)c1NC(=O)C1CN(S(=O)(=O)c2ccccc2)CCN1S(=O)(=O)c1ccccc1 (configuration not stated)	6.1%	0.2%	6.5%	-16.1%	3.8%	-0.1%	1.1%
COc1cccc(C2c3c(-c4cc(Cl)c(C)cc4O)n[nH]c3C(=O)N2Cc2cccnc2)c1 (configuration not stated)	?	25.2%[38.3 µM]	-5.1%	?	-11.2%	-1.0%	4.0%
COc1ccc(C2C(C(=O)Nc3ccccc3OC)=C(C)Nc3nnnn32)c(OC)c1 (configuration not stated)	7.1%	-14.9%[38.3 µM]	0.5%	?	-2.1%	-1.9%	3.1%
Cc1ccc(S(=O)(=O)N(Cc2cc3cc4c(cc3[nH]c2=O)OCCO4)CC2CCCO2)cc1 (configuration not stated)	-4.7%	7.08µM*	-0.4%	?	4.0%	2.7%	-0.2%
CC(C)(C)NC(=O)[C@@H]1CC[C@@H]2[C@@H]3CC[C@@H]4NC(=O)C=C[C@@]4(C)[C@H]3CC[C@]21C	-4.0%[20.6 µM]	-1.1%	?	.	5.5%[21.7 µM]	-0.3%[16.9 µM]	-3.0%[17.1 µM]
CN(/N=C/c1ccccc1Cl)c1ncc(Cl)cc1C(F)(F)F	-18.2%[9.22 µM]	.	.	5.0%	5.4%	3.2%	.
O=C(Nc1ccc(Br)cc1)C1OCCc2ccccc21 (configuration not stated)	5.3%[9.22 µM]	.	.	-21.0%	8.4%	-0.7%	.
CCCNC(=O)c1c[nH]c2ccc(S(=O)(=O)N(C)c3ccc(OCC)cc3)cc2c1=O	?	36.6%[activator][38.3 µM]	0.9%	?	3.6%	-3.3%	3.4%
COC(=O)CSc1nc(N)c(C#N)c(CC(C)C)c1C#N	-1.9%	-19.0%	-1.8%	-6.0%	4.3%	-5.7%	-1.4%
Cc1c(C(=O)O)cccc1-n1c(C)cc(/C=C(/C#N)C(=O)NCc2ccccc2)c1C	15.8%	-9.8%	.	-22.6%	3.0%	-1.1%	-0.3%
COc1cc2c(cc1NC(=O)c1cccc(Br)c1)CCCC2	5.1%	10.1%[38.3 µM]	26.7%	-28.1%[46.1 µM]	23.7%	0.0%	-2.3%
Cc1oc(-c2ccc(F)cc2)nc1CN(Cc1ccccn1)CC1CCCO1 (configuration not stated)	3.9%[9.22 µM]	7.4%	?	11.3%	-13.6%	5.9%	-0.7%
Cc1cc(NCCCCO)n2c(nc3ccccc32)c1C#N	0.6%	-1.4%[38.3 µM]	?	-19.1%[46.1 µM]	5.3%	-1.8%	1.1%
C#Cc1ccc([C@@H]2C=C(C(=O)Nc3ccccc3)O[C@H](OCC)[C@H]2CCCO)cc1	-3.6%[9.22 µM]	0.9%	.	33.0%	1.7%	-6.0%	.
CCOc1ccc2c(c1)-c1c(ssc1=S)C(C)(C)N2	?	8.3%[38.3 µM]	-24.3%	?	.	2.2%	-4.5%
Cc1ccccc1NC(=S)N(CCCN1CCC(C)CC1)Cc1ccco1	-4.7%	5.4%	-8.4%	6.0%	6.8%	-0.9%	-2.2%
O=C(C1CCCN(S(=O)(=O)c2ccccc2[N+](=O)[O-])C1)N1CCN(c2ccccc2)CC1 (configuration not stated)	15.1%	12.8%	?	-3.5%	-3.6%	-0.1%	0.6%
COc1ccc2[nH]c3c(=O)n(Cc4ccco4)cnc3c2c1	-6.3%	-2.8%[38.3 µM]	?	1.5%[46.1 µM]	1.7%	-1.0%	-1.7%
CCN1CCN(CCC(=O)Nc2ccc(Br)cc2)CC1	?	23.0%	.	7.0%	-16.4%	-3.2%	1.7%
COc1ccc(/C(O)=C2/C(=O)C(=O)N(CCN3CCOCC3)C2c2ccccn2)cc1 (configuration not stated)	-2.3%	.	-7.2%	0.7%[46.1 µM]	-17.2%	-0.1%	.
CN(C)/C=C(/C(=O)c1ccc(Cl)cc1)S(=O)(=O)c1ccccc1	16.3%	-12.8%[38.3 µM]	18.1%	-4.7%[46.1 µM]	5.0%	-1.0%	-0.3%
O=C(COC(=O)c1ccc(NS(=O)(=O)c2cccs2)cc1O)Nc1ccc(F)cc1	-9.6%[9.22 µM]	.	.	-57.6%	1.1%	1.0%	.
Cc1cccc(-c2nc(CS(=O)CC(=O)NC3CCCC3)c(C)o2)c1 (configuration not stated)	12.4%	5.8%[38.3 µM]	?	0.6%[46.1 µM]	-2.8%	-4.4%	-1.4%

Random excerpt: 2 records from the list
SMILES	HTT aggregate	IMPase Li inh	LMNA splice mod	NPSR antagonist	CBFb RUNX1 block	Epigenetic reg	KinaseGlo FLuc
CN(C)/C=C(/C(=O)c1ccc(Cl)cc1)S(=O)(=O)c1ccccc1	16.3%	-12.8%[38.3 µM]	18.1%	-4.7%[46.1 µM]	5.0%	-1.0%	-0.3%
O=C(Nc1ccc(Br)cc1)C1OCCc2ccccc21 (configuration not stated)	5.3%[9.22 µM]	.	.	-21.0%	8.4%	-0.7%	.

Following part.
SMILES	HTT aggregate	IMPase Li inh	LMNA splice mod	NPSR antagonist	CBFb RUNX1 block	Epigenetic reg	KinaseGlo FLuc
O=C(OCc1nnc(-c2ccccc2)o1)c1ccc2c(c1)OCCO2	8.1%	5.6%[38.3 µM]	-2.7%[0.0737 µM]	-25.0%[46.1 µM]	2.7%	-1.8%	-2.0%
CCOCC(=O)Nc1cc([N+](=O)[O-])ccc1C	10.9%	.	-13.3%	4.8%[46.1 µM]	0.2%	-0.9%	.
COc1ccccc1NC(=O)c1ccc(-c2nn(C)c(=O)c3ccccc23)cc1	-5.2%[9.22 µM]	15.1%	?	7.2%	1.3%	0.0%	-0.4%
CCOC(=O)C1=C(C)NC(=S)N(C(C)=O)C1c1ccccc1 (configuration not stated)	-4.1%	-0.1%	-12.0%	-11.9%[46.1 µM]	4.6%	2.6%	-0.1%
COCCN1Cc2cccc(C(=O)Nc3ccc(-c4nc5ccccc5[nH]4)cc3)c2C1=O	-11.7%	0.3%	-11.1%	6.3%	14.4%	0.0%	0.5%
C=C1CCN([C@H](C(=O)OCc2cccc(C)c2)C(C)C)S(=O)(=O)c2ccccc21	12.7%[9.22 µM]	.	.	-37.7%	26.5%	0.0%	.
CCN(C(=O)CN1CCCCC1)C1(C)C(=O)c2ccccc2C1=O	?	8.3%	3.1%	17.0%	-1.6%	0.9%	-1.1%
COC(=O)CC1C(=O)NCCN1C(=O)CSc1nc2ccc([N+](=O)[O-])cc2s1 (configuration not stated)	26.3%	-4.3%	-5.2%[9.22 µM]	13.4%	1.4%	0.0%	-0.9%
COc1cccc(OC)c1C(=O)NN1CCCCC1	-15.1%	0.0%[38.3 µM]	-5.6%	-6.6%[46.1 µM]	12.3%	0.0%	3.3%
COc1ccc(N2CCN(c3oc(-c4ccco4)nc3C#N)CC2)cc1	-8.4%	14.3%[38.3 µM]	?	-9.9%[46.1 µM]	?	0.2%	2.8%
COc1ccc(N2C(=O)CCC(C(=O)N3CCCCC3)C2c2ccc(OC)c(OC)c2)cc1 (configuration not stated)	2.2%	6.3%[38.3 µM]	-7.2%	-0.9%[46.1 µM]	4.7%	0.0%	-4.4%
O=C(N=Nc1c(O)[nH]c2ccc([N+](=O)[O-])cc12)c1ccccc1[N+](=O)[O-]	20.1%[9.22 µM]	.	.	41.5%	-3.0%	0.7%	.
COC(=O)[C@@H]1[C@@H]2C[C@H]3c4[nH]c5cc(OC)ccc5c4CCN3C[C@@H]2C[C@H](OC(=O)c2cc(OC)c(OC)c(OC)c2)[C@H]1OC	.	-6.8%	-13.7%	.	-22.1%[21.7 µM]	7.9%[16.9 µM]	-1.4%[17.1 µM]
C/C(=N\OCc1ccc(C#N)cc1)c1ccccc1	13.7%	8.0%	-1.0%[46 µM]	-13.9%	28.5%	-0.3%	-11.9%
CCN(CC)C(=O)C1CCCN(C(=S)Nc2cccc3ccccc23)C1 (configuration not stated)	-4.4%	-1.4%	?	20.4%	-18.3%	-2.2%	4.6%
FC(F)(F)c1cccc(Oc2ccc3c(C(F)(F)F)cc(C(F)(F)F)nc3n2)c1	13.1%	-3.3%[38.3 µM]	11.1%	-14.6%[46.1 µM]	1.2%	0.0%	-8.9%
COc1cccc(N2CCN(C3CC(=O)N(c4ccc(Cl)cc4)C3=O)CC2)c1 (configuration not stated)	-2.1%	19.4%[38.3 µM]	6.1%	-1.0%[46.1 µM]	-1.9%	0.0%	1.4%
COC(=O)[C@H](CC(C)C)NC(=O)Nc1cccc(Br)c1	-2.1%	-4.8%	-13.5%	29.9%	11.3%	-3.2%	2.3%
Cc1ccn2c(C(=O)CSc3ccccc3Cl)c(C)nc2c1	-11.1%	24.2%[38.3 µM]	-9.7%	-18.4%[46.1 µM]	9.6%	2.4%	4.3%
CC12CC(c3ccccc3O1)C(C(=O)N1CCOCC1)C(=O)N2 (configuration not stated)	9.1%	.	7.6%	-4.5%[46.1 µM]	4.8%	2.1%	-1.9%
CC(=O)NNC(=O)C(O)(c1ccccc1)c1ccccc1	-22.3%	3.4%[38.3 µM]	8.2%	-7.7%[46.1 µM]	6.0%	0.0%	-0.6%
O=C(NCCCl)c1ccc(OCc2ccccc2)cc1Cl	-2.4%	-6.9%	?	-2.7%	22.1%	-3.9%	-2.0%

Arranged by the number under CBFb RUNX1 block (descending): some entries from above.
Structure	CBFb RUNX1 block
Cc1ccn2c(C(=O)CSc3ccccc3Cl)c(C)nc2c1	9.6%
CC12CC(c3ccccc3O1)C(C(=O)N1CCOCC1)C(=O)N2 (configuration not stated)	4.8%
C#Cc1ccc([C@@H]2C=C(C(=O)Nc3ccccc3)O[C@H](OCC)[C@H]2CCCO)cc1	1.7%
CCN(CC)C(=O)C1CCCN(C(=S)Nc2cccc3ccccc23)C1 (configuration not stated)	-18.3%
